Rab9 prom act: activates the Rab9 promoter; Huh7 Rab9 promoter-luciferase reporter, luminescence, 24 h; Potency, µM (doses to about 9.22 µM), for the others: at the top dose activation, negative = inhibition, hits mostly activators; 320,000 tested, 2.8% active; also: potency is read from the fitted curve at half-maximal effect; % of control where 0% means no effect; nearly all actives have a fitted effect of over 60% in size
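Using Huh7 cells stably transfected with Rab9 promoter–luciferase, compounds were incubated 24 h at 37 °C, 5% CO2; luciferase luminescence was read 10 min after reagent addition.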
Menin-MLL TR inh: displaces Texas Red mutant MLL peptide from human menin; 270,000 tested, 0.23% active; Potency, µM (top dose mostly 61.6 µM), for the others: at the highest dose FP activity change, negative = inhibition, most hits filed as inhibitors; O00255; Menin + Texas Red MLL mutant peptide, fluorescence polarization; AID 1768; active = well fitted inhibition curve with a large enough effect in the polarisation, with a control signal flat, not every such curve was filed as active; inconclusive = small, poorly fitted or top-dose-only effect, or effect the other way, or a change in a side signal; inactive = no such curve, though single readings can be large or run the other way; the % refers to the polarisation; also: potency is read from the fitted curve at half-maximal effect; % of control where 0% means no effect; many of its hits are not listed in these tables
RORg inh: inhibitors of mouse ROR gamma transcriptional activity. Potency, µM (doses to about 53.6 µM), for inactives: top-dose activity change, negative = inhibition, usual class: inhibitors. 310,000 tested, 5.4% active. AID 2551. P51450. Drosophila S2 Gal4-RORgamma UAS-luciferase reporter, 20 h; also: potency is read from the fitted curve at half-maximal effect; % is scaled to controls: 0 for no effect and ±100 for the full control effect; nearly all actives have a fitted effect of over 60% in size
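Using a luciferase readout, inhibitors were identified by reduced reporter activity in Drosophila cells coexpressing a copper-inducible Gal4–ROR gamma fusion and UAS-driven Photinus luciferase, incubated 20 hr after 700 uM copper sulfate.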
BRCA1 expr act: BRCA1 expression activation; MCF7-BRCA1-FFLuc reporter, luminescence, 48 h; response scale: scaled: vehicle 0%, 10 µM genistein 100%; Potency, µM (series often up to 46.1 µM), for inactives: top-dose activation, usual class: activators; 380,000 tested, 1.1% active; AID 624202; also: potency is read from the fitted curve at half-maximal effect; nearly all actives have a fitted effect of over 80% in size; some results filed as inactive show a strong effect at the top dose
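Using MCF7 cells harboring a BRCA1 firefly luciferase reporter, plated 2 h before compound pinning, the screen measured luminescence after 48 h incubation. Responses were normalized to DMSO and 10 microM genistein, then fitted for concentration-effect.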
VP16 counter: inhibits Gal4-VP16 luciferase reporter, ROR gamma counter-screen; Drosophila S2 Gal4-VP16 UAS-luciferase, luminescence, 20 h; Potency, µM (doses to about 53.6 µM), for the others: at the highest dose activity, negative = inhibition, hits mostly inhibitors; 310,000 tested, 3.5% active; AID 2546;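 also: Gal4-VP16 expression switched on by copper sulfate through the metallothionein promoter; potency is read from the fitted curve at half-maximal effect; % is scaled to controls: 0 for no effect and ±100 for the full control effect; nearly all actives have a fitted effect of over 50% in size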
ELG1 genotox: genotoxicity induction in ELG1-luciferase HEK293T cells; HEK293T ELG1-luciferase reporter, luminescence, 16 h; Potency, µM (titrated, usually from 46 µM), inactives show at the top dose activity change, positive = activation, usual class: activators; 330,000 tested, 1.3% active; AID 504466; also: potency is read from the fitted curve at half-maximal effect; % of control where 0% means no effect; nearly all actives have a fitted effect of over 60% in size
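Genotoxic stress is detected as increased luminescence from luciferase-tagged ELG1 in HEK293T cells, measured with ONE-Glo after a 16 hr treatment at 37 °C.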
Giardia kill: kills Giardia lamblia. Giardia lamblia trophozoite viability. activity change, % at 7.66 µM, hits read low. 340,000 tested, 0.15% active. AID 540267; in the data active = activity change below about -80%; inconclusive = between about -30% and that limit;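 also: parasites exposed to compound for two days anaerobically before the ATP read; % is scaled to controls: 0 for no effect and ±100 for the full control effect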
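Viability, read as ATP luminescence: trophozoites at 100 cells/well, compound added, 48 hrs anaerobic at 37 deg C, then 15-30 min room-temperature development before reading.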
p53 reactivator: restores transcriptional activity of mutant p53. H1299 p53-A138V BP100-luciferase reporter, luminescence, 24 h. Potency, µM (doses to about 92.2 µM), for the others: at the highest dose activity change, positive = activation, most hits filed as activators. 320,000 tested, 0.063% active. AID 504706; also: potency is read from the fitted curve at half-maximal effect; % of control where 0% means no effect; nearly all actives have a fitted effect of over 45% in size
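p53-null H1299 cells stably carrying temperature-sensitive p53-A138V and a BP100-luciferase reporter were pinned with compounds (4-point, 1:5 series) and held 24 hrs at 37 deg C. Luminescence was read 10 min after detection reagent.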
PKM2 activator: increases activity of human pyruvate kinase M2; P14618; purified PKM2, Kinase-Glo ATP luminescence, activation; response scale: 0% is enzyme alone, no compound; Potency, µM (series often up to 57.5 µM), for inactives: at the highest dose activation, most hits filed as activators; 260,000 tested, 0.34% active; AID 1631; also: potency is read from the fitted curve at half-maximal effect; % is scaled to controls: 0 for no effect and ±100 for the full control effect; nearly all actives have a fitted effect of over 55% in size
Target sequence (P14618 whole entry, looked up): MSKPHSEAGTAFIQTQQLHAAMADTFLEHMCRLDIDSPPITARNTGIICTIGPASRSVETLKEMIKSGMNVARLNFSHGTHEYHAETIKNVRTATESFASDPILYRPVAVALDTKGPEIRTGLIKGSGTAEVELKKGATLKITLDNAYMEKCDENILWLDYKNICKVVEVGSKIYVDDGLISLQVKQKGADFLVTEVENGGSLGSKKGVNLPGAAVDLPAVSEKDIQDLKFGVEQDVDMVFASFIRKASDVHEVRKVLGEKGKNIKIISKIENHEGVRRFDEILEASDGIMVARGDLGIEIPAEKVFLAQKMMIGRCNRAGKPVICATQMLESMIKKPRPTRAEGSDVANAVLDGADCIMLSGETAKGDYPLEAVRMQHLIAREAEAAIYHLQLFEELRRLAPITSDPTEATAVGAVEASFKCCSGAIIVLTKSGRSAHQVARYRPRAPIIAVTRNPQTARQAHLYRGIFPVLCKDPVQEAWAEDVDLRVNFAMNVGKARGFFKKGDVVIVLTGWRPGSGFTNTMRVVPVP
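ATP formation by purified human PK-M2, quantified via coupled luciferase luminescence after 1 h at room temperature with 0.1 mM ADP and 0.5 mM PEP final.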
NPC1 promoter act: NPC1 promoter activation. Huh7 NPC1 promoter luciferase reporter, 24 h. Potency, µM (series often up to 9.22 µM), inactives show top-dose activation, hits mostly activators. 320,000 tested, 2.4% active. AID 485313;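 also: potency is read from the fitted curve at half-maximal effect; % of control where 0% means no effect; nearly all actives have a fitted effect of over 60% in size; reporter is driven by a mutant NPC1 promoter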
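In 1536-well qHTS, Huh7 cells harboring an NPC1 promoter–luciferase construct received compound for 24 h; activation was quantified by luminescence following luciferase reagent addition.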
FLuc modulator: firefly luciferase modulation, counter-screen for miR-21 project | 360,000 tested, 6.9% active | purified FLuc, Km substrates, luminescence inhibition | P08659 | Potency, µM (doses to about 57.5 µM), for inactives: at the highest dose activity change, negative = inhibition, most hits filed as inhibitors | AID 588342;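 also: potency is read from the fitted curve at half-maximal effect; plate controls were vehicle for no effect and reference inhibitor for full effect; nearly all actives have a fitted effect of over 55% in size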
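Biochemical qHTS of compounds, final roughly 60 µM downward over six points, against 10 nM purified firefly luciferase using Km concentrations of substrates (10 uM D-luciferin, 10 uM ATP) in Tris acetate pH 7.5 buffer; luminescence output.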
Active calls of the source: *; u = inconclusive. Unless noted, calls follow the shape of the dose curve; as a rule, active = well fitted curve in the direction sought with a large enough effect; inconclusive = small, poorly fitted or top-dose-only effect, or another doubt; inactive = no such curve, though single readings can be large; an effect the other way counts as inactive or inconclusive. Not all compounds are listed. The share of hits here may be higher or lower than overall.

SMILES | Rab9 prom act | Menin-MLL TR inh | RORg inh | BRCA1 expr act | VP16 counter | ELG1 genotox | Giardia kill | p53 reactivator | PKM2 activator | NPC1 promoter act | FLuc modulator
C[C@]12CC[C@H]3[C@@H](CCC4=CC(=O)CC[C@@]43C)[C@@H]1CC[C@@H]2C(=O)CO | -1.9% | -11.6% | u | -9.8% | 1.6% | -0.2% | -29.8 | 5.0% | -1.7% | -1.7% | -6.4%
C[C@H](CCC(=O)O)[C@H]1CC[C@H]2[C@@H]3[C@@H](O)C[C@@H]4C[C@H](O)CC[C@]4(C)[C@H]3CC[C@]12C | 3.0% | -1.1% | -0.2% | -3.6% | -10.5% | -0.7% | 21.7 | 4.4% | -1.8% | -8.9% | -1.2%

Source: PubChem
